Compound activity (PubChem BioAssay)
Gli-Sufu antag = Gli-Sufu pathway antagonists, primary screen, luciferase luminescence, Sufu-KO-LIGHT cells, uHTS | Sufu-KO-LIGHT fibroblasts, Gli luciferase reporter luminescence | inhibition, % at 5 µM | 0.74% of 340,000 active | AID 588413, 2011;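 active = inhibition above about 55%, limit read from the data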;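 note: 0% = DMSO-treated cells and 100% = wells with medium but no cells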
CCR6 antagonist = CCR6 receptor antagonists, primary screen, cell-based, CHO-K1, luminescence, beta-arrestin, uHTS. CHO-K1 CCR6 PathHunter beta-arrestin, CCL20-stimulated. inhibition, % at 20 µM. 0.49% of 340,000 active. AID 493098, 2011;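 active = compounds whose inhibition of the agonist-driven luminescence signal at 20 µM reaches about 50%, limit read from the data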;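 note: cells stimulated with CCL20 at 14 nM final; plate controls were DMSO with CCL20 for no effect and DMSO without agonist for full effect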
APJ ag = agonists of human apelin receptor APJ, primary screen, CHO-K1 cells, PathHunter beta-arrestin, luminescence | 0% DMSO wells, 100% apelin | AID 2520, 2010 | 0.11% of 330,000 active | activation, % at 20 µM;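 active = activation more than six SD over the plate average, tested at 20 µM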;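 note: 0% = DMSO alone and 100% = apelin-13 at 10 nM; some results filed as inactive read as strong as hits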
Target sequence (P35414 whole entry, looked up): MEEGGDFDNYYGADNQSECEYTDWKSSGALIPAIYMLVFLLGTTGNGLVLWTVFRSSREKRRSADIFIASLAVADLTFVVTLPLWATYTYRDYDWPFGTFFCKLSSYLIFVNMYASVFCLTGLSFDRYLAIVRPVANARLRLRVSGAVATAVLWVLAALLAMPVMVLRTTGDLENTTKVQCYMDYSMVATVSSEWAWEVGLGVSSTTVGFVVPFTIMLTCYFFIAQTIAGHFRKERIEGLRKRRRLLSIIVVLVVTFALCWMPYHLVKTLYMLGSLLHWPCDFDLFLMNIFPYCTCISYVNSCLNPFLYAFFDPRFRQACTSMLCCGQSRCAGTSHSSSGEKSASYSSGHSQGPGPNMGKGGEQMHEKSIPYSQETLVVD
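system = engineered CHO-K1 APJ arrestin reporter cells | input = 1000 cells per well | timing = overnight seeding, 90 min compound at 25 °C, 1 h detection | measured by = enzyme-fragment complementation luminescence | read-out = beta-arrestin recruitment to APJ as agonist activity, luminescent signal | control set = negative DMSO alone, positive Apelin-13 at 10 nM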
ATG4B inh = ATG4B protease inhibitors, primary screen, biochemical, fluorescence, uHTS. ATG4B cleavage of LC3-PLA2, NBD-HPC fluorescence, 1 h. 0.51% of 340,000 active. inhibition, % at 8.33 µM; in the data active = inhibition above about 40%
EBI2 antag = EBI2 receptor antagonists, beta-arrestin recruitment, primary screen, cell-based, luminescence, 7a,25-OHC stimulation, uHTS. 0.81% of 360,000 active. inhibition, % at 5 µM. 7a,25-OHC stimulated. G-protein coupled receptor 183 (Homo sapiens), P32249; in the data active = inhibition above about 38%;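 note: enzyme fragment complementation signal reports receptor beta-arrestin coupling in cells; 0% = agonist plus DMSO wells and 100% = wells without agonist; some results beyond the cut were filed as inactive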
Target sequence (P32249 whole entry, looked up, the tested form may be a part): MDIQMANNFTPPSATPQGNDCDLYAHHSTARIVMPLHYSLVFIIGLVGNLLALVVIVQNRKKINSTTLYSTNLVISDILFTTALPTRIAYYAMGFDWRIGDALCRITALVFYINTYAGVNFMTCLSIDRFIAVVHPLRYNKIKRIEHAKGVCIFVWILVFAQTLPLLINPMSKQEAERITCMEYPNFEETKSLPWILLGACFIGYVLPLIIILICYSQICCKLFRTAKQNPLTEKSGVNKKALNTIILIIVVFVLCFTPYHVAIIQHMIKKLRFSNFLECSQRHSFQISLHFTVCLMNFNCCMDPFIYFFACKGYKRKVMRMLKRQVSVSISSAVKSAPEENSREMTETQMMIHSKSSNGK
UBC13 inh = UBC13 polyubiquitin chain formation inhibitors, primary screen, biochemical, TR-FRET, uHTS. inhibition, % at 20 µM. Ubiquitin-conjugating enzyme E2 N (Homo sapiens), P61088. 0.47% of 330,000 active; in the data active = inhibition above about 45%, passing the limit was not always enough
Target sequence (P61088 whole entry, looked up): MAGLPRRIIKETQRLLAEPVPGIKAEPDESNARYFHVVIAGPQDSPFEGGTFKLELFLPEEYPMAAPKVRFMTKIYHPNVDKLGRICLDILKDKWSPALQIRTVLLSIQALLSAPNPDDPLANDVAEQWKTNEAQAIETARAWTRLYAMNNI
CXCR6 block = CXCR6 receptor inhibitors, primary screen, cell-based, beta-arrestin, luminescence, CHO-K1 PathHunter, 1536-well | C-X-C chemokine receptor type 6 (Homo sapiens), O00574 | inhibition, % at 20 µM | 0.36% of 360,000 active | AID 602244, 2012; in the data active = inhibition above about 34%, passing the limit was not always enough;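 note: antagonist mode with CXCL16 agonist at 10 nM final; 0% = 10 nM CXCL16 with DMSO and 100% = unstimulated wells without agonist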
APJ antagonist = antagonists of human apelin receptor APJ, primary screen, CHO-K1 cells, beta-arrestin complementation, luminescence; P35414; inhibition, % at 20 µM; 0.32% of 330,000 active; AID 2521, 2010;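 active = inhibition above about 40% at 20 µM, limit read from the data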;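 note: cells challenged with 10 nM apelin-13 agonist together with compound; plate controls were apelin-13 plus DMSO wells for no effect and DMSO wells lacking apelin-13 for full effect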
Active calls of the source: *; . = not tested or not shown. Compounds were not picked by outcome; overall some 3% were active at least once.

SMILES	Gli-Sufu antag	CCR6 antagonist	APJ ag	ATG4B inh	EBI2 antag	UBC13 inh	CXCR6 block	APJ antagonist
Cc1ccc(N(CC(=O)NC2CCC(C)CC2)S(=O)(=O)c2cccnc2)cc1 (stereo not drawn)	1	1	-4	-7	-3	6	7	12
O=C(Nc1nnc(C2CC2)s1)C1CCCCC1	-4	10	-4	8	-8	9	0	-10
Cc1ccc(S(=O)(=O)Nc2cccc(C(=O)NCC3CCCO3)c2)cc1F (stereo not drawn)	-4	-1	0	-3	-7	5	-6	1
CC(=O)c1ccc(NC(=O)Nc2cccc(Cl)c2)cc1	-64	-23	1	-6	12	5	-30	-3
Cc1nn(C)c(C(=O)Nc2ccn(C34CC5CC(CC(C5)C3)C4)n2)c1[N+](=O)[O-]	-2	19	5	-4	-7	-7	2	-3
OCCCNC(=S)Nc1ccc(Nc2ccccc2)cc1	19	-3	-1	-3	5	-6	-9	-5
COc1ccc(C(=O)/C=C/Sc2nc3ccccc3o2)cc1	3	62*	3	-20	36	-7	46*	1
CC(=O)OCC1OC(n2c3c(cc(C#N)c2=S)CCCC3)C(OC(C)=O)C(OC(C)=O)C1OC(C)=O (stereo not drawn)	-28	-6	.	-2	-17	.	0	.
Cc1cc(C)cc(NC(=O)C/C(N)=N/O)c1	-4	-17	-6	-3	4	-4	-4	10
CCOc1ccc(NC(=O)COc2ccc(S(=O)(=O)N3CCCC3)cc2)cc1	-17	9	-1	-2	0	2	-3	-3
O=C(CS(=O)(=O)c1ccccc1)N1CCCCCC1	-9	-8	-1	11	-5	-6	-2	2
C=C(C)c1cccc(C(C)(C)NC(=O)N(C)C2CCN(C)CC2)c1	-4	0	-4	-2	-8	2	3	-1
CCC(=O)N(CC)Cc1cc(=O)[nH]c2ccccc12	2	5	3	-2	-1	2	-7	-2
COc1ccc(Nc2ccc([N+](=O)[O-])cn2)cn1	-8	21	-2	-4	10	-7	1	12
CCOC(=O)c1cnc(SCC)[nH]c1=O	-2	-6	5	10	-4	3	-2	13
O=C(NCCc1ccccn1)c1nc(Cn2ccc([N+](=O)[O-])n2)no1	7	9	-4	-5	-1	0	4	12
CN(C)c1nn(C(=O)Nc2ccc(Cl)cc2Cl)cc1-c1ccccc1	-4	0	1	-7	0	8	0	-3
COc1ccc(S(=O)(=O)N(C)CC(=O)NCCCN2CCOCC2)cc1C	1	3	.	0	5	.	5	.
O=[N+]([O-])c1cnn2cc(Br)cnc12	6	2	-2	-4	-4	-3	-1	3
O=[N+]([O-])c1ccc(N/N=C\c2cccnc2)nc1	-62	-15	-2	-5	-1	6	6	-2
O=C(Nc1ccc2c(c1)CCC2)c1cccc(S(=O)(=O)N2CCN(c3ccccc3)CC2)c1	5	24	5	-8	-7	6	0	3
C/C(=N/Nc1nc(-c2ccccc2F)nc2ccccc12)c1ccccc1O	5	18	-1	7	1	-18	8	21
O=C(COC(=O)C12CC3CC(CC(C3)C1)C2)Nc1nc2c(F)c(F)c(F)cc2s1	0	2	1	-5	17	-2	-12	-15
CCCNCC(O)COc1ccccc1C(=O)CCc1ccccc1 (stereo not drawn)	16	9	1	-4	-1	13	-4	0

As entered above:
CCCNCC(O)COc1ccccc1C(=O)CCc1ccccc1 (stereo not drawn) in APJ antagonist is entered as 0
O=[N+]([O-])c1cnn2cc(Br)cnc12 in UBC13 inh is entered as -3
CN(C)c1nn(C(=O)Nc2ccc(Cl)cc2Cl)cc1-c1ccccc1 in UBC13 inh is entered as 8
C/C(=N/Nc1nc(-c2ccccc2F)nc2ccccc12)c1ccccc1O in Gli-Sufu antag is entered as 5
CCC(=O)N(CC)Cc1cc(=O)[nH]c2ccccc12 in Gli-Sufu antag is entered as 2
COc1ccc(S(=O)(=O)N(C)CC(=O)NCCCN2CCOCC2)cc1C in CCR6 antagonist is entered as 3
O=[N+]([O-])c1ccc(N/N=C\c2cccnc2)nc1 in EBI2 antag is entered as -1

Back to the main list, repeating the 3 entries before the break.
SMILES	Gli-Sufu antag	CCR6 antagonist	APJ ag	ATG4B inh	EBI2 antag	UBC13 inh	CXCR6 block	APJ antagonist
C/C(=N/Nc1nc(-c2ccccc2F)nc2ccccc12)c1ccccc1O	5	18	-1	7	1	-18	8	21
O=C(COC(=O)C12CC3CC(CC(C3)C1)C2)Nc1nc2c(F)c(F)c(F)cc2s1	0	2	1	-5	17	-2	-12	-15
CCCNCC(O)COc1ccccc1C(=O)CCc1ccccc1 (stereo not drawn)	16	9	1	-4	-1	13	-4	0
O=C(Cn1c2[n+](c3ccc(C(F)(F)F)cc31)CCCCC2)c1cccc([N+](=O)[O-])c1	-4	-5	-3	-6	-1	11	1	14
CCCCN(CCCC)c1nc2ccccc2nc1C(C#N)C(=O)NCCCOC (stereo not drawn)	-11	-11	-4	-16	15	1	-2	19
CCCOc1ccc(C(=O)N/N=C/c2ccc(-c3ccc(S(=O)(=O)Nc4ncccn4)cc3)o2)cc1	-23	9	-6	3	0	-11	5	10
COc1ccc(NC(=O)c2ccc(-n3nc(C)c[n+]3[O-])cc2)cc1	-3	19	1	6	9	-4	-1	-26
O=C(Cc1ccc(-n2c(=O)[nH]c3ccsc3c2=O)cc1)NCc1cccnc1	3	6	-1	4	-12	-11	5	10
CC(=O)Nc1ccc(-c2csc(NC=C3C(=O)OC(C)(C)OC3=O)n2)cc1	-21	6	0	-4	-4	2	-4	24
O=C(CSc1nc2ccccc2c(=O)n1-c1ccccc1)NCc1ccco1	9	15	-4	8	3	5	2	18
C=CCN1C(=O)C2(OCCCO2)c2c(C)ccc(C)c21	3	11	-4	3	6	2	8	-10
Cc1cc(-c2ccco2)n(-c2ccccc2)n1	0	2	6	-15	1	-16	1	4
CCN1C(=O)[C@H]2[C@@H](c3ccc(C)cc3)N3C(=O)N(c4cccc(Cl)c4)C(=O)[C@@]3(Cc3ccc(Cl)cc3)[C@H]2C1=O	3	6	3	-23	5	-11	-2	-3
CCC(=O)Nc1c(-c2cccs2)c(=O)c2ccccc2n1C	0	7	-2	-8	-4	-14	-5	10
CCOC(=O)c1c(NC(=O)c2ccn(CC)n2)sc2c1CCCC2	2	11	-6	10	19	24	3	5
CN1CCC(N(C)C(=O)/C=C/c2cn(-c3ccccc3)nc2-c2cccs2)CC1	30	13	-2	-19	-3	46*	-12	8
Cn1c(=N)n(CC(O)c2ccccc2)c2ccccc21 (stereo not drawn)	-2	4	-2	0	-1	-2	8	8
CC1(C)OC2OC(COC(=O)c3ccc([N+](=O)[O-])cc3)C3OC(C)(C)OC3C2O1 (stereo not drawn)	-5	-21	5	4	-9	3	-3	0
O=C(NCC1CCCO1)C1CCN(C2CCN(C(=O)C3CCCCC3)CC2)CC1 (stereo not drawn)	0	5	-2	3	-4	1	-2	-15
CN(Cc1ccccn1)C(=O)CC1C(=O)NCCN1Cc1ccc(F)cc1Cl (stereo not drawn)	7	7	2	-1	5	-9	-6	21
CC(CC(=O)Nc1cccnc1)c1ccccc1 (stereo not drawn)	20	-7	6	-27	-2	2	-6	-6
CCOC(=O)c1cn(CC(=O)Nc2cccc(Cl)c2)nn1	-7	7	-1	1	5	7	-16	17
O=C(CCl)Nc1ccccc1C(=O)c1ccccc1	6	11	-3	0	-4	3	4	14
Cc1ccc(-n2nc3c(c2NC(=O)C2CC2)CS(=O)(=O)C3)cc1C	1	10	-4	0	7	-2	9	16
O=C(NNS(=O)(=O)c1ccccc1)C1CC(c2cccnc2)=NO1 (stereo not drawn)	5	-1	-1	-2	-3	0	2	-1
COc1cccc(CN(C(=O)COc2ccc(C)cc2)C2CCS(=O)(=O)C2)c1 (stereo not drawn)	28	2	-4	-3	-11	9	-2	14
O=C(CSc1nc2nc[nH]c2c(=O)[nH]1)NC1CCCCC1	-1	17	-1	0	-3	4	-8	4
CCC(Oc1ccc(F)cc1)C(=O)N1CCCCCCC1 (stereo not drawn)	4	16	0	1	2	5	-12	9
COc1ccc(C2CC(c3ccccc3)=NN2C(=S)Nc2ccccc2)cc1 (stereo not drawn)	10	5	-4	-7	3	2	3	2
O=C(c1ccc(N2CN(C(=O)c3ccco3)c3nc4ccccc4nc32)cc1)N1CCOCC1	-6	14	3	-10	-3	2	0	-8
O=S(=O)(c1ccccc1)N1CCN(C(=S)Nc2ccccc2Cl)CC1	5	3	-3	1	4	-7	3	-60
CCN(CC)CCCCOc1ccccc1OC	9	-4	-5	-7	0	2	9	2
COc1ccc(NC(=O)COC(=O)Cc2c[nH]c3ccccc23)cc1Cl	-4	10	-2	-6	2	14	-10	3
Cc1ccc(Sc2nc3ccc(C)cn3c(=O)c2/C=N/O)cc1	10	3	-2	-5	0	-5	4	23
CCOC(=O)C1CCN(CC(O)COc2ccc(C(C)=O)cc2)CC1 (stereo not drawn)	5	2	-2	-3	1	7	-2	-4
Cc1nnsc1C(=O)Nc1ccc(S(=O)(=O)N2CCC(C)CC2)cc1	54	22	-3	-4	5	-5	0	2
O=C1CCCc2ccccc2N1Cc1c(Cl)cccc1Cl	11	-1	2	9	-7	5	13	16
CCOC(=O)N1CCN(S(=O)(=O)c2ccc(C)cc2)C1c1ccccc1 (stereo not drawn)	2	16	-3	-12	1	4	-4	1
CCCCOC(=O)Nc1nc2ccc([N+](=O)[O-])cc2s1	-16	12	-4	2	3	5	18	8
CCCC(=O)Nc1ccc(C(N)=O)cc1	1	4	0	-1	-12	1	-4	19
COc1ccc(CNC(=O)c2nccnc2CO)cc1	6	-6	-3	2	-3	1	9	20
CCn1c2ccccc2c2cc(NC(=O)COC(=O)c3cccc(S(=O)(=O)NC)c3)ccc21	-2	1	0	-10	-5	5	-15	-3
Cc1ccnc(NC(=O)c2cccc(NC(=O)Cc3ccccc3)c2)c1	95*	0	-4	-7	3	3	-10	10
CCOc1ccc(CCNc2nc3c(c(=O)n(C)c(=O)n3C)n2CC)cc1OCC	36	-8	0	-7	-1	10	-6	2
C[C@H](CO)N1C[C@H](C)[C@@H](CN(C)Cc2ccc(-c3ccccc3)cc2)Oc2c(NS(=O)(=O)c3cn(C)cn3)cccc2C1=O	6	5	-3	-16	-8	0	1	-1
Cc1ccc(S(=O)(=O)N(C)/N=C/C=C/c2ccccc2)cc1	1	14	-4	5	-4	4	3	11
CCC(CC)c1nnc(NC(=O)c2ccc3c(c2)OCO3)s1	-1	22	-2	-11	-3	5	12	26
Cn1cnnc1-c1cccc(NC(=O)c2cc(F)c(F)cc2Cl)c1	-4	-6	2	-36	-5	16	6	-11
O=[N+]([O-])c1ccc(CSc2nnc(-c3cnccn3)o2)cc1	5	5	2	-12	0	-3	5	8
Cc1cc(-c2csc(NC(=O)c3ccccc3C(F)(F)F)n2)c(C)n1Cc1ccccc1	1	16	2	19	-4	-24	7	12
CC(C)Cc1nc2oc3c(Cl)ncnc3c2c2c1CCCC2	5	-3	2	-8	31	0	8	4
CCOC(=O)c1cc(NC(=O)c2ccc(C)cc2)c(=O)oc1-c1ccccc1	8	13	-3	0	8	4	2	21
COc1ccc(C(=O)Nc2cccnc2)cc1	-11	0	-2	4	-6	5	0	23
O=C(Nc1cccc(F)c1)C1CCN(C(=O)N2CCOc3ccccc32)CC1	21	5	-3	-4	-4	5	-4	3
CCC(C)NC(=O)NC(=O)CSc1nnc(-c2ccccc2F)n1C1CC1 (stereo not drawn)	-2	2	-5	-13	1	7	-2	17
CCCNC(=O)c1cccc(COCC(F)(F)C(F)F)c1	-6	-1	-5	-3	-3	-5	2	12
CCN(CC)C(=O)Cn1cc([N+](=O)[O-])cc1[N+](=O)[O-]	5	-16	.	7	10	.	-4	.
O=C(CNC(=O)C1CCCCC1)NCc1ccco1	-21	12	-1	-11	8	3	0	6
